Eya2 inh: qHTS Assay for Inhibitors of the Phosphatase Activity of Eya2 | Protein phosphatase EYA2 (Homo sapiens), O00167 | recombinant Eya2, OMFP fluorescence dephosphorylation (OMFP is methylfluorescein phosphate) | Potency, µM (series often up to 76.9 µM), without a hit: at the top dose activity, negative = inhibition, actives largely listed as inhibitors | hit rate 0.006% among 330,000; also: potency is read from the fitted curve at half-maximal effect
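Eya2 protein (added as 0.2 uM solution) was preincubated with compound for 10 min at ambient temperature in 50 mM HEPES pH 7.5, 50 mM NaCl, 5 uM MgCl2, 0.05% BSA, 1 mM DTT. OMFP (added at 50 uM) then reacted 10 min; fluorescence read at 485/525 nm.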
BCR signal inh: qHTS Assay to Find Inhibitors of Chronic Active B-Cell Receptor Signaling; hit rate 0.05% among 340,000; ABC-DLBCL IkBa-CBG/CBR reporter, luminescence ratio, 4 h; Potency, µM (series often up to 46.1 µM), without a hit: at the highest dose ratio change, negative = lower green/red ratio, usual class: inhibitors; AID 493014, 2011; active = well fitted inhibition curve with a large enough effect in the signal ratio, with a control signal flat, not every such curve was filed as active; inconclusive = small, poorly fitted or top-dose-only effect, or effect the other way, or a change in a side signal; the % refers to the signal ratio;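 also: potency is read from the fitted curve at half-maximal effect; plate controls were basal doxycycline-induced cells for no effect and cells given 10 µM MG132 for full effect; MG132 reads +100%, hits lower the ratio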
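TMD8 ABC-DLBCL cells carrying doxycycline-inducible green luciferase fused to IkappaBalpha plus unfused red luciferase were exposed to compounds (up to 46 uM) for 4 hrs at 37C. Activity came from the overlap-corrected green/red luminescence ratio.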
GALK inhibitor: qHTS Assay for Inhibitors of Human Galactokinase (GALK). hit rate 0.007% among 270,000. Potency, µM (top dose mostly 57.5 µM), without a hit: at the top dose activity change, negative = inhibition, actives largely listed as inhibitors. AID 1868, 2009. Purified GALK, Kinase-Glo residual ATP luminescence. P51570; also: potency is read from the fitted curve at half-maximal effect
Target sequence (P51570 whole entry, looked up): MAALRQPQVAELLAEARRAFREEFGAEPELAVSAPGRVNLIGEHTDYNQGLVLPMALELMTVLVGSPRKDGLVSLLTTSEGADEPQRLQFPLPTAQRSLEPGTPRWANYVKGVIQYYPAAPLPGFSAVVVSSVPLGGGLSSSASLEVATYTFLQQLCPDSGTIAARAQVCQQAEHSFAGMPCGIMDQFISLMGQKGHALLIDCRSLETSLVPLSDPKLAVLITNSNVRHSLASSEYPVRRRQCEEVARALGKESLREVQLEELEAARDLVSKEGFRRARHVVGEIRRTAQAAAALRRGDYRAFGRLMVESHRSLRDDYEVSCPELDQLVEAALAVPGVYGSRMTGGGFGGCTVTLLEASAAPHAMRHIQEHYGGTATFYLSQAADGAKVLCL
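5 nM enzyme, 35 uM ATP, 100 uM galactose, 20 mM HEPES pH8.0, 5 mM MgCl2; 1 h RT; residual ATP by Kinase-Glo Plus luminescence, qHTS format.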
Giardia kill: Small Molecules that selectively kill Giardia lamblia: qHTS | Giardia lamblia trophozoite viability | activity change, % at 7.66 µM, hits read low | hit rate 0.15% among 340,000 | AID 540267, 2011; in the data active = activity change below about -80%; inconclusive = between about -30% and that limit;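 also: parasites exposed to compound for two days anaerobically before the ATP read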
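Trophozoite viability was measured as ATP-dependent luminescence, read 15-30 min after reagent addition. Before that, parasites at 100 cells/well were exposed to compounds for 48 h, anaerobically, at 37 deg C.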
KCNH2 3.1 block: qHTS for Inhibitors of KCHN2 3.1: Mutant qHTS; Potassium voltage-gated channel subfamily H member 2, brain isoform KCNH2 3.1 (human); hit rate 0.95% among 340,000; U2OS KCNH2 3.1, thallium flux FluxOr; active compounds read low; activity change, % (tested at about 1.8 µM); AID 720553, 2013;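 active = maximum activity change below -70%; inconclusive = maximum activity change from -70% to -50%; inactive = maximum activity change above -50%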;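 also: thallium influx rate constant from kinetic fluorescence after stimulation buffer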
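Channel expression came from 3.1 mutant virus (1.77 x 10^8 /mL) applied to suspended U2OS cells for 4 h. Flux was tracked with FluxOr dye plus Red40 quencher, and kinetic rate constants normalized to controls.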
KCNH2 WT inh: qHTS for Inhibitors of KCHN2 3.1: Wildtype qHTS | Voltage-gated inwardly rectifying potassium channel KCNH2 (Homo sapiens), Q12809 | U2OS, BacMam KCNH2, thallium flux FluxOr; active compounds read low | activity change, % at 1.84 µM | hit rate 0.37% among 340,000 | AID 720551, 2013;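 active = maximum activity change below -70%; inconclusive = maximum activity change between -70% and -50%; inactive = maximum activity change above -50%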
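U2OS cells were transduced with wild-type KCNH2 virus (2.03 x 10^8 / mL) for 4 h at room temperature, then cultured overnight at 37 C. Thallium flux was read with FluxOr dye. Rate constants were normalized to DMSO controls.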
PKM2 activator: qHTS Assay for Activators of Human Muscle isoform 2 Pyruvate Kinase. Pyruvate kinase PKM (Homo sapiens), P14618. purified PKM2, Kinase-Glo ATP luminescence, activation; response scale: 0% is enzyme alone, no compound. Potency, µM (doses to about 57.5 µM), for the others: at the top dose activation, hits mostly activators. hit rate 0.34% among 260,000. AID 1631, 2009; also: potency is read from the fitted curve at half-maximal effect; nearly all actives have a fitted effect of over 55% in size
Target sequence (P14618 whole entry, looked up, canonical isoform): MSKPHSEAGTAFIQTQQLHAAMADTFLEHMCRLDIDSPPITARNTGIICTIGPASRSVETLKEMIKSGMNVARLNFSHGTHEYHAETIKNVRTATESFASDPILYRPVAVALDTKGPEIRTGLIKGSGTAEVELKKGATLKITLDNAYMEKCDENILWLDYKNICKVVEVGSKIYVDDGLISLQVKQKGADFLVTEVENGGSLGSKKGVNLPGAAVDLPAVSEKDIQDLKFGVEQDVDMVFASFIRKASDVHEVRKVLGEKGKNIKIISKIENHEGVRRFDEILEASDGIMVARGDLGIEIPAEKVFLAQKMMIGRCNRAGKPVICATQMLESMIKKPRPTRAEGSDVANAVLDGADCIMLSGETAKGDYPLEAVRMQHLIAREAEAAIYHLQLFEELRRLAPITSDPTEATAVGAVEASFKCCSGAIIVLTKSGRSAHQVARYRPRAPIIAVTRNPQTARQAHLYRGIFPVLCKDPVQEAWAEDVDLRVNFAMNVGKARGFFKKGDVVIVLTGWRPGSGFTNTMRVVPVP
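hPK-M2, >95% pure; 0.1 mM ADP / 0.5 mM PEP final; imidazole pH7.2 buffer w/ 7 mM MgCl2, 50 mM KCl; 1 h RT; Kinase-Glo lum. Intermediate enzyme activity for dual inhibitor/activator qHTS.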
USP2a block: qHTS Assay for Inhibitors of Ubiquitin-specific Protease USP2a Using CHOP2 as the Reporter; Ubiquitin carboxyl-terminal hydrolase 2 (Homo sapiens), O75604; USP2 core, Ub-CHOP2 coupled fluorogenic reporter, 485/531; Potency, µM (doses to about 38.3 µM), inactives show at the highest dose activity change, negative = inhibition, usual class: inhibitors; hit rate 0.01% among 330,000; AID 463254, 2010;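 also: potency is read from the fitted curve at half-maximal effect; plate controls were DMSO wells for no effect and full inhibition by NEM control for full effect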
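USP2 core (10nM final) preincubated 30min RT with compound in 20mM Tris-HCl pH 8.0, 2mM CaCl2, 2mM beta-mercaptoethanol, 0.05% CHAPS; 25nM Ub-CHOP2 plus 25nM reporter substrate added, fluorescence (Ex485/Em531) read after 60min.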
uPA generation: qHTS for Inhibitors of Cell Surface uPA Generation. cell surface uPA generation assay, qHTS. Potency, µM (series often up to 38.3 µM), for the others: top-dose activity change, negative = inhibition, hits mostly inhibitors. hit rate 0.31% among 330,000. AID 540303, 2011; active = well fitted inhibition curve with a large enough effect; inconclusive = small, poorly fitted or top-dose-only effect; inactive = no such curve, though single readings can be large or run the other way; tested in mouse RAW 264.7 cells; also: potency is read from the fitted curve at half-maximal effect; nearly all actives have a fitted effect of over 55% in size
B2AR arrestin: qHTS assay of beta-arrestin-biased ligands of beta2-adrenergic receptor; Potency, µM (series often up to 46.1 µM), without a hit: at the top dose activation, actives largely listed as activators; beta-arrestin recruitment to beta2AR, cell-based reporter; hit rate 0.02% among 330,000; Beta-2 adrenergic receptor (Homo sapiens), P07550;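 also: potency is read from the fitted curve at half-maximal effect; 0% = DMSO controls and full agonism = EC100 isoproterenol or metaproterenol; nearly all actives have a fitted effect of over 65% in size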
FBPA coupling cs: qHTS Assay for Inhibitors of Fructose-1,6-bisphosphate Aldolase from Giardia Lamblia: Coupling assay counterscreen; coupling enzyme system counterscreen, AmpLite Red fluorescence; activity change, negative = inhibition, % at 58.2 µM, hits read low; hit rate 0.67% among 290,000; in the data active = activity change below about -30%
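Final compound at 57.5 uM, incubated 10 min at RT with coupling enzyme reagent (glyceraldehyde-3-phosphate), then 20 min with substrate and AmpLite Red detection. Fluorescence read at 525/598 nm; tests interference with the coupling assay, not aldolase inhibition.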
An asterisk follows results filed as active; [ ] = remark or other dose. Unless noted, calls follow the shape of the dose curve; as a rule, active = well fitted curve in the direction sought with a large enough effect; inconclusive = small, poorly fitted or top-dose-only effect, or another doubt; inactive = no such curve, though single readings can be large; an effect the other way counts as inactive or inconclusive. Unless noted, % is scaled to controls: 0 for no effect and ±100 for the full control effect.

Screening Cc1onc(-c2ccccc2)c1C(=O)NCCc1ccc(Cl)cc1 returned Eya2 inh -9%, BCR signal inh inconclusive, GALK inhibitor -2%, Giardia kill -10, KCNH2 3.1 block -2, KCNH2 WT inh -6, PKM2 activator -7%, USP2a block 1%, uPA generation 8%, B2AR arrestin -0.1% and FBPA coupling cs 13.
For O=C(NCC12CC3CC(CC(C3)C1)C2)c1nn2cccnc2c1Cl the results were Eya2 inh 11%, BCR signal inh 4%, GALK inhibitor -2%, Giardia kill 16, KCNH2 3.1 block 8, KCNH2 WT inh -8, PKM2 activator 1%, USP2a block 0%, B2AR arrestin -0.1% and FBPA coupling cs 5.
Screening Cc1nn(-c2ccccc2)c2nc(N)c(C#N)c(-c3ccc(C(C)(C)C)cc3)c12 returned Eya2 inh -17%, BCR signal inh 2%, Giardia kill inconclusive, KCNH2 3.1 block 6, KCNH2 WT inh 4, PKM2 activator 1%, USP2a block -5%, uPA generation 8%, B2AR arrestin -0.7% and FBPA coupling cs 0.
Screening CCN(CC)C(=O)CSc1nc2ccccc2c(=O)n1CCC(=O)NCc1ccc(F)cc1 returned Eya2 inh 5%, BCR signal inh -6%, GALK inhibitor 0%, Giardia kill -12, KCNH2 3.1 block -1, KCNH2 WT inh -3, PKM2 activator -2%, USP2a block 2%, uPA generation 2%, B2AR arrestin -0.3% and FBPA coupling cs 2.
O=C(Nc1ccc(S(=O)(=O)Nc2ncccn2)cc1)C1=NN(c2ccccc2)C(=O)CC1 was read as Eya2 inh -9%, BCR signal inh 1%, Giardia kill -9, KCNH2 3.1 block 11, KCNH2 WT inh -2, PKM2 activator 18%, USP2a block -5%, uPA generation 1%, B2AR arrestin -0.8% and FBPA coupling cs -1.
Screening C[C@H](NC(=O)c1nc[nH]c1C(=O)NCCCCCN)C(=O)OCc1ccccc1 returned Eya2 inh 8%, BCR signal inh -1%, Giardia kill -9, KCNH2 3.1 block 22, KCNH2 WT inh 3, USP2a block 5%, uPA generation 8% and B2AR arrestin 0.1%.
`CCOc1ccc(Cl)cc1CNCCNCC(C)O` (stereo not given) gave Eya2 inh -3%, BCR signal inh -6%, GALK inhibitor 3%, Giardia kill 1, KCNH2 3.1 block -12, KCNH2 WT inh 0, PKM2 activator -1%, USP2a block 0%, uPA generation -12%, B2AR arrestin -0.2% and FBPA coupling cs 1.
`O=C(O)CCN1C(=O)c2ccc(NC(=O)C(c3ccccc3)c3ccccc3)cc2C1=O` gave Eya2 inh 4%, BCR signal inh -4%, GALK inhibitor 2%, Giardia kill -6, KCNH2 3.1 block 13, KCNH2 WT inh -6, PKM2 activator -2%, USP2a block 2%, uPA generation -13%, B2AR arrestin 0.3% and FBPA coupling cs 9.
CN(C)/C=N/c1sc2c(c1C(N)=O)CCCC2 was read as Eya2 inh 8%, BCR signal inh 1%, GALK inhibitor -1%, Giardia kill -4, KCNH2 3.1 block -7, KCNH2 WT inh -10, PKM2 activator 1%, USP2a block -1%, uPA generation 3%, B2AR arrestin 0.4% and FBPA coupling cs 0.
Screening O=C(CCC(=O)N1CCOc2ccccc21)NCCN1CCOCC1 returned Eya2 inh 1%, BCR signal inh -29%, Giardia kill 1, KCNH2 3.1 block -6, KCNH2 WT inh -2, PKM2 activator 3%, USP2a block -2%, uPA generation inconclusive, B2AR arrestin 0.3% and FBPA coupling cs 1.
`O=C1C=C(Nc2ccccc2)CC(c2ccccc2)C1` (stereo not given) gave Eya2 inh -3%, BCR signal inh -3%, GALK inhibitor 0%, Giardia kill 3, KCNH2 3.1 block -14, KCNH2 WT inh -3, PKM2 activator -11%, USP2a block 7%, uPA generation -4%, B2AR arrestin 0.1% and FBPA coupling cs 4.
For Cc1nc(NC(=O)c2oc3ccccc3c2C)sc1C(=O)N(C)C the results were Eya2 inh 4%, BCR signal inh inconclusive, GALK inhibitor 0%, Giardia kill 3, KCNH2 3.1 block -2, KCNH2 WT inh -20, PKM2 activator -14%, USP2a block 0%, B2AR arrestin 0.0% and FBPA coupling cs 1.
CSc1ncccc1C(=O)OCc1ccc(C#N)cc1 was read as Eya2 inh -2%, BCR signal inh -2%, GALK inhibitor 2%, Giardia kill 9, KCNH2 3.1 block 8, KCNH2 WT inh 17, PKM2 activator -2%, USP2a block 0%, uPA generation -3%, B2AR arrestin -0.1% and FBPA coupling cs 4.
For CCNC(=S)N/N=C/c1ccc(OCC(=O)Nc2ccc(OC)cc2)c(OC)c1 the results were Eya2 inh -5%, BCR signal inh inconclusive, GALK inhibitor 0%, Giardia kill 8, KCNH2 3.1 block -2, KCNH2 WT inh 7, PKM2 activator 8%, USP2a block -1%, uPA generation 3%, B2AR arrestin -0.3% and FBPA coupling cs 1.
CC(C)(C)OC(=O)NCCc1nnc(SCC(N)=O)o1 was read as Eya2 inh 8%, BCR signal inh 3%, GALK inhibitor 4%, Giardia kill -2, KCNH2 3.1 block 5, KCNH2 WT inh -6, PKM2 activator -4%, USP2a block 0%, uPA generation 1%, B2AR arrestin -1.1% and FBPA coupling cs -1.
Screening Cc1noc(C)c1COC(=O)CCc1nc2ccccc2c(=O)[nH]1 returned Eya2 inh -5%, BCR signal inh inconclusive, GALK inhibitor 0%, Giardia kill 2, KCNH2 3.1 block 8, KCNH2 WT inh 11, PKM2 activator -10%, USP2a block 1%, uPA generation 0%, B2AR arrestin -0.4% and FBPA coupling cs 1.
Cc1cccc(NC(=O)Nc2ccccn2)c1C was read as Eya2 inh 8%, BCR signal inh 0%, GALK inhibitor 2%, Giardia kill 7, KCNH2 3.1 block 3, KCNH2 WT inh 1, PKM2 activator 5%, USP2a block 5%, uPA generation -4%, B2AR arrestin -0.1% and FBPA coupling cs 1.
Screening CCN(CCO)c1nc(N2CCCCC2)c2cnn(C)c2n1 returned Eya2 inh -9%, BCR signal inh -12%, GALK inhibitor 2%, Giardia kill 0, KCNH2 3.1 block 4, KCNH2 WT inh 19, PKM2 activator 20%[0.46 µM], USP2a block -3%, uPA generation 3%, B2AR arrestin 0.3% and FBPA coupling cs 2.
`Cc1c(C)n(C)c2ccc(C(=O)NCCCN3CCCCC3)cc12` gave Eya2 inh inconclusive, BCR signal inh 14%, GALK inhibitor 6%, Giardia kill 12, KCNH2 3.1 block -8, KCNH2 WT inh -1, PKM2 activator 0%, USP2a block 0%, uPA generation 1%, B2AR arrestin -1.0% and FBPA coupling cs 4.
`Cc1c(NC(=O)CSc2nc3ccccc3[nH]2)c(=O)n(-c2ccccc2)n1C` gave Eya2 inh -1%, BCR signal inh 2%, GALK inhibitor 11%, Giardia kill 7, KCNH2 3.1 block 6, KCNH2 WT inh 0, PKM2 activator 0%, USP2a block 0%, uPA generation 9%, B2AR arrestin -0.4% and FBPA coupling cs 2.
`COc1ccc(NC(=O)c2cccc(Cn3cc(Br)c([N+](=O)[O-])n3)c2)c(C)c1` gave Eya2 inh -17%, BCR signal inh 0%, GALK inhibitor 3%, Giardia kill -17, KCNH2 3.1 block -3, KCNH2 WT inh 5, PKM2 activator -8%, USP2a block 2%, uPA generation -15%, B2AR arrestin -0.1% and FBPA coupling cs 0.
O=C(Nc1cccc(S(=O)(=O)N2CCOCC2)c1)c1ccc(=O)[nH]c1 was read as Eya2 inh 2%, BCR signal inh 1%, Giardia kill 9, KCNH2 3.1 block 4, KCNH2 WT inh 6, USP2a block 3%, uPA generation 0% and B2AR arrestin -0.6%.
Screening CCCn1nc(C(=O)Nc2cccc(S(=O)(=O)N(C)c3ccccc3)c2)c2ccccc2c1=O returned Eya2 inh -8%, BCR signal inh -1%, Giardia kill 9, KCNH2 3.1 block -34, KCNH2 WT inh -22, USP2a block 4%, uPA generation 3% and B2AR arrestin -0.2%.
